E coli Lon inh = E. coli protease La inhibition | AID 602123 | purified E. coli Lon protease, fluorescence polarization | P0A9M0 | 360,000 compounds, 0.42% hits | inhibition, % at 7.94 µM; in the data active = inhibition above about 13%, passing the limit was not always enough;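 also: 0% = enzyme with probe and DMSO and 100% = no enzyme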
SKN-1 inh = C. elegans SKN-1 inhibition | 360,000 compounds, 0.49% hits | inhibition, % at 21.8 µM | C. elegans VP596 Pgst-4::GFP/RFP ratio, acrylamide-induced, 24 h;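 active = interference check ratio from 0.5 to 1.5 plus GFP to RFP signal ratio inhibition reaching or exceeding a fixed threshold, cut at about 30% in these data, passing the limit was not always enough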; also: some compounds called inactive have numbers as strong as hits
MsrA inhibitor = inhibitors of bovine MsrA; purified bovine MsrA, absorbance read-out; inhibition, % at 15.5 µM; 360,000 compounds, 0.75% hits; in the data active = inhibition above about 4.5%;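 also: 0% = vehicle wells with enzyme and 100% = reference inhibitor wells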
MT1-MMP act inh = blocks activation of human MT1-MMP. AID 651647. P50281. 360,000 compounds, 0.061% hits. HT1080 RFP-PRO-GFP cells, GFP/RFP ratio fluorescence, overnight; percent of plate control window, DMSO zero. GFP/RFP ratio change, % at 20 µM;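 active = GFP/RFP ratio change of at least 30% with cell ATP level not reduced by more than half and red fluorescence within 50% of control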; also: strong numbers were not always called active
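system = RFP-PRO-GFP reporter HT1080 cells | dosing = 20 µM single dose, 1% DMSO | timing = overnight cell settling, then overnight compound exposure, 37 °C, 5% CO2 | read-out basis = GFP/RFP fluorescence ratio | controls = DMSO and RFP-L50D-GFP cell wells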
NRP1-CendR mod = modulators of CendR peptide binding to human neuropilin-1. O14786. FAM-RPARPAR peptide binding to NRP-1, fluorescence polarization. inhibition, % at 25 µM. 360,000 compounds, 0.85% hits;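 active = inhibition or corrected inhibition above about 18%, plus a signal ratio from 0.5 to 1.5, limit read from the data, passing the limit was not always enough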; also: strong numbers were not always called active
MsrA act = bovine methionine sulfoxide reductase A activation | purified bovine MsrA, absorbance read-out | activation, % at 10.6 µM | 360,000 compounds, 0.3% hits | AID 602163; in the data active = activation above about 7.5%;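 also: 0% = vehicle and 100% = reference activator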
Neddylation inh = inhibitors of human cullin neddylation; P61081+Q13564; TR-FRET cullin neddylation, biochemical; calls only at 25 µM; 360,000 compounds, 0.58% hits; in the data active = inhibition above about 36%
Target sequence (P61081 whole entry, looked up): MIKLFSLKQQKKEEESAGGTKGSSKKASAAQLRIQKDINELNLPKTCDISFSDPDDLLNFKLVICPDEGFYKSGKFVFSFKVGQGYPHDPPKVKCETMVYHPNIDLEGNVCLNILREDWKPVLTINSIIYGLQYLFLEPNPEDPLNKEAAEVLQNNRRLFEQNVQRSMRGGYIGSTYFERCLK
Target sequence (Q13564 whole entry, looked up): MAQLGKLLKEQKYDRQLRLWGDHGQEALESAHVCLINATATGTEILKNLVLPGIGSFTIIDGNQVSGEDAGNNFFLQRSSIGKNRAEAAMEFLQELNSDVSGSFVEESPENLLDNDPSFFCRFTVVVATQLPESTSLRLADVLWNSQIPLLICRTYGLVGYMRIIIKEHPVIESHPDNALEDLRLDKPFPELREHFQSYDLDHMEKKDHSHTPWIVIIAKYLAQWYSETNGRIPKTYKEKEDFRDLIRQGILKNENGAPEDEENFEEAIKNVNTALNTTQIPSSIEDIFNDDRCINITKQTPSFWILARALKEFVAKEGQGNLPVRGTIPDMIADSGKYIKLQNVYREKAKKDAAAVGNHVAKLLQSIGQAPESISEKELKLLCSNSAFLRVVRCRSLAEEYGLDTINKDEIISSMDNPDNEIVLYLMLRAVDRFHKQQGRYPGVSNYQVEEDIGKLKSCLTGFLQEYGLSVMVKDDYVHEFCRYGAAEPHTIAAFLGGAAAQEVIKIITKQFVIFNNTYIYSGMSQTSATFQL
Rin1-Abl PPI inh = blocks binding of human Rin1 to Abl | inhibition, % at 7.35 µM | 360,000 compounds, 0.4% hits | TR-FRET Rin1/Abl binding, biochemical | P00519+Q13671; in the data active = inhibition above about 5%, passing the limit was not always enough
FAS TE block = FAS thioesterase (human) inhibition. P49327. 360,000 compounds, 0.67% hits. inhibition, % at 15 µM. recombinant FAS-TE, OMFH fluorogenic substrate, fluorescence endpoint;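 active = compounds whose normalised, plate-corrected inhibition of enzyme fluorescence in the single-dose primary screen is 50% or more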;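 also: 0% = DMSO with enzyme and 100% = substrate without enzyme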
Active calls of the source: *; i = inactive; · = not tested or not shown. This is a random part of the collection. Share with any hit: about 4.2%.

[1] CC(=O)Nc1cccc(NC(=O)c2cccc(Cl)c2)c1
[2] O=C(O/N=C1/CCSc2ccccc21)c1ccccc1
[3] Nc1oc2ccc(F)cc2c(=O)c1C=O
[4] CCOC(=O)c1nnc(-c2ccccc2)nc1N1CCSCC1
[5] COc1ccccc1N1CC(C(=O)Nc2ccc(C)c(S(=O)(=O)N3CCOCC3)c2)CC1=O (configuration not stated)
[6] CCc1nnc(NS(=O)(=O)c2ccc(NC(=O)c3cccc([N+](=O)[O-])c3)cc2)s1
[7] CCN(CC)CCOC(=O)c1ccc(NC(=O)CNC(=O)C2CCCCC2)cc1
[8] COc1ccccc1CCNC(=O)C1CCC(=O)N(C2CC2)C1 (configuration not stated)
[9] CC1CCN(C(=O)c2cc(F)c(F)cc2Cl)CC1
[10] OCC[C@@H]1C[C@H](O)[C@@H](O)[C@]2(CCc3ccccc3O2)O1

Screen / compound no.	1	2	3	4	5	6	7	8	9	10
E coli Lon inh	-0.8	-1.2	-3.0	1.8	-11.8	-6.7	-1.9	-12.2	1.0	3.0
SKN-1 inh	9.0	-1.2	0.1	9.8	2.4	1.7	-5.3	18.8	-13.6	3.6
MsrA inhibitor	-1.0	-0.2	0.0	1.0	2.7	-0.5	-1.0	0.7	-1.5	0.4
MT1-MMP act inh	3.5	-0.5	2.4	-4.8	1.0	0.6	1.4	-3.3	3.3	0.7
NRP1-CendR mod	11.5	26.0*	-20.8	8.9	-0.8	-11.4	-4.7	3.7	-7.2	0.3
MsrA act	0.3	-1.9	-6.3	-2.5	-3.7	-1.4	-1.6	-1.7	-1.9	-2.3
Neddylation inh	i	i	i	i	i	i	i	i	i	i
Rin1-Abl PPI inh	-0.3	0.2	2.0	-2.7	1.4	0.2	0.8	-1.6	-0.1	1.0
FAS TE block	-2.3	17.7	-13.1	-0.6	-6.1	-8.7	-5.4	-2.0	-3.5	-9.7

Individual results from above.
SKN-1 inh, `CCc1nnc(NS(=O)(=O)c2ccc(NC(=O)c3cccc([N+](=O)[O-])c3)cc2)s1` = 1.7
MsrA inhibitor, `CCOC(=O)c1nnc(-c2ccccc2)nc1N1CCSCC1` = 1.0

(list continues)
[11] Cc1ccc(-n2c(C)nnc2SCC(=O)N2CCc3ccccc3C2)cc1
[12] CC(C)CC(=O)N(c1ccc(F)cc1)C1C=CS(=O)(=O)C1 (configuration not stated)
[13] Cc1ccc(C)n1-c1sc2c(c1C(=O)O)CCCC2
[14] Oc1cccc2c3c(oc12)CCCC3
[15] CCCNC(=O)N1CCC(C(=O)c2cccc(F)c2)CC1
[16] CC(C)C[C@H]1CN(CCCC[C@H]2CNC(=O)C(=O)N2CC2CCCCC2)C(=O)C(=O)N1CCC1CCCCC1
[17] CC1CCc2sc(C(=O)OCC(=O)NCc3ccc(F)cc3)cc2C1 (configuration not stated)
[18] Cc1ccc(C2=NN(CC(=O)NCc3ccco3)C(=O)CC2)cc1
[19] CN(C)c1ccc(/C=C(/NC(=O)c2ccccc2)C(=O)N/N=C/c2ccc([N+](=O)[O-])c(O)c2)cc1
[20] CC1(C)CC(=O)C(C=NCCCN2CCCC2=O)=C(O)C1

Screen / compound no.	11	12	13	14	15	16	17	18	19	20
E coli Lon inh	-4.2	2.5	-6.4	1.3	-0.4	-5.4	-5.9	7.6	-15.2	2.8
SKN-1 inh	2.3	9.2	18.1	-2.1	-1.7	-14.1	-12.1	1.2	10.8	18.9
MsrA inhibitor	0.4	-0.7	0.0	2.4	-0.2	-1.4	0.0	-0.3	3.9	0.4
MT1-MMP act inh	1.1	-0.2	-1.2	3.4	9.2	0.2	-2.4	0.8	7.5	2.9
NRP1-CendR mod	-10.1	-2.9	-28.9	-0.4	-10.4	-16.5	-7.3	-16.8	-18.7	7.7
MsrA act	1.4	-3.6	-2.3	-2.0	-9.2	-0.3	-9.2	-3.0	-6.9	-1.4
Neddylation inh	i	i	i	i	i	i	i	i	i	i
Rin1-Abl PPI inh	1.7	2.3	-0.8	2.6	2.5	·	0.2	-1.7	-3.5	-1.3
FAS TE block	-8.4	-5.0	-3.1	-3.2	-13.9	14.5	-4.5	-3.1	4.0	-12.0

[21] CC(C)(C)c1ccc(-c2nc(NCc3cccnc3)c3ccccc3n2)cc1
[22] O=C1COc2ccc(C(=O)COC(=O)Cc3ccc(F)cc3)cc2N1
[23] Cc1ccc(S(=O)(=O)N2CCCCC2)cc1NC(=O)CSc1ncccn1
[24] CCOC(=O)N1CCN(CC(=O)Nc2nnc(C(F)(F)F)s2)CC1
[25] COc1ccc(-n2nc(C(=O)NCC(=O)N3CC(C)CC(C)C3)c3ccccc3c2=O)c(OC)c1 (configuration not stated)
[26] Cc1ccc(NC(=O)Nc2cnccn2)c(C)c1
[27] C[C@@]12C(=O)N(CC3CC3)CC(=O)N1[C@H](/C=C/c1ccccc1)[C@@H]1C(=O)N(c3ccccc3)C(=O)[C@@H]12
[28] S=c1[nH]ncn1/N=C/c1ccccc1
[29] COCCCN1CC(=O)N2C(c3ccc(C)cc3)c3[nH]c4ccccc4c3C[C@H]2C1=O (some centres not stated)
[30] Cc1cc(NC(=O)CSc2ccc3nnc(-c4ccc(Cl)cc4)n3n2)no1

Screen / compound no.	21	22	23	24	25	26	27	28	29	30
E coli Lon inh	-0.9	-11.8	0.9	-4.7	5.2	3.4	-16.1	-4.9	13.3	-5.2
SKN-1 inh	0.7	-12.1	-18.0	5.5	19.2	-1.8	1.6	-5.6	12.1	-8.1
MsrA inhibitor	-0.7	0.0	-0.8	-0.1	0.3	-0.3	-0.8	1.4	1.4	-0.4
MT1-MMP act inh	-1.0	-1.3	-0.5	-0.4	0.0	-7.3	-5.7	4.4	4.1	4.5
NRP1-CendR mod	-33.9	-17.8	-5.4	-0.8	6.9	-3.7	27.9*	-10.6	-1.5	4.0
MsrA act	-3.6	-0.5	-2.7	-4.7	0.7	-12.7	-3.4	4.9	-1.4	-1.3
Neddylation inh	i	i	i	i	i	i	i	i	i	i
Rin1-Abl PPI inh	-0.4	6.0	1.8	0.3	0.0	2.8	1.4	-0.1	4.2	0.9
FAS TE block	44.8	1.3	-0.4	-6.9	3.4	1.2	-6.3	-4.3	0.9	5.9

[31] CCC(=O)N1CCc2cc(Br)cc(S(=O)(=O)CCC(=O)NCCc3ccccc3)c21
[32] O=C(CSc1nc2ccccc2s1)CSc1nc2ccccc2s1
[33] CCOc1ccc(-c2nc(-c3cccs3)c(CC(=O)O)s2)cc1OC
[34] CCOc1ccc(NC(=S)N2CCN(C/C=C/c3ccccc3)CC2)cc1
[35] O=C(/C=C/C=C/c1ccccc1)c1ccco1
[36] COc1cc(NC(=O)c2ccc([N+](=O)[O-])cc2)c(OC)cc1NC(=O)CC(C)C
[37] COc1cc2[nH]c(=S)nc(NCc3cccc(Cl)c3)c2cc1OC
[38] Cc1csc(NC(=O)CCn2c(=O)oc3ccc(Cl)cc32)n1
[39] COC(=O)c1ccccc1NC(=O)CN1C(=O)c2ccccc2S1(=O)=O
[40] Cc1cc(C(=O)N/N=C2\CCCC(=O)C2)c(C)o1

Screen / compound no.	31	32	33	34	35	36	37	38	39	40
E coli Lon inh	5.7	-6.3	3.4	-0.3	1.2	3.6	-16.3	-3.6	-1.0	-6.4
SKN-1 inh	-4.1	6.5	-0.5	-7.6	3.6	-8.3	19.1	6.3	-1.4	3.2
MsrA inhibitor	-0.8	-0.2	0.8	-0.1	1.4	1.7	1.2	-0.1	-0.3	-0.8
MT1-MMP act inh	2.8	-10.6	2.1	-4.1	2.9	-1.0	2.5	5.3	-1.4	4.7
NRP1-CendR mod	-11.5	-11.0	-6.4	-1.4	-2.1	8.6	-10.4	7.7	13.5	8.1
MsrA act	3.7	0.8	-3.9	-0.5	-3.1	-6.8	-1.7	-3.3	-2.3	-4.9
Neddylation inh	i	i	i	i	i	i	i	i	i	i
Rin1-Abl PPI inh	2.8	2.7	0.3	-3.4	0.3	-1.1	-3.0	0.3	4.6	2.5
FAS TE block	2.4	26.5	-3.5	3.7	5.6	-17.3	13.5	4.7	-1.9	-5.5

Three entries from above, arranged by the number in NRP1-CendR mod, high to low:
# | Structure | NRP1-CendR mod
33 | CCOc1ccc(-c2nc(-c3cccs3)c(CC(=O)O)s2)cc1OC | -6.4
32 | O=C(CSc1nc2ccccc2s1)CSc1nc2ccccc2s1 | -11.0
31 | CCC(=O)N1CCc2cc(Br)cc(S(=O)(=O)CCC(=O)NCCc3ccccc3)c21 | -11.5

More entries.
[41] CCC(NC(=O)N(Cc1ccccc1)Cc1ccc2c(c1)OCO2)(C(F)(F)F)C(F)(F)F
[42] Cc1ccc(-c2csc3ncnc(N4CCN(C)CC4)c23)cc1C
[43] O=C(CSc1nnc(-c2ccco2)n1-c1ccccc1)N1CCN(C(=O)c2ccco2)CC1
[44] CN1CCN(c2ccc(CNC(=O)C3(C)Cc4c(-c5ccc6c(c5)OCO6)ccnc4O3)cc2)CC1 (configuration not stated)
[45] COC(=O)[C@@H](NC(=O)NC1CCCCC1C)C(C)C (some centres not stated)
[46] COC(=O)/C(C#N)=C/c1c(Oc2cccc(C)c2)nc2ccccn2c1=O
[47] COc1c2c(c(C)c3c1C(=O)OC3)O[C@@]1(C)CC[C@@]3(O)C(C)(C)OC(=O)CC[C@]3(C)[C@H]1C2
[48] COc1ccc2[nH]c(=O)c(CNc3ccccc3OC)cc2c1
[49] COc1ccccc1N1CCN(C(=O)COc2cccc3ccccc23)CC1
[50] Cc1cccc(CN2CCC(CNC(=O)C3CCCN(S(=O)(=O)c4cnc[nH]4)C3)CC2)c1 (configuration not stated)

Screen / compound no.	41	42	43	44	45	46	47	48	49	50
E coli Lon inh	2.1	-6.0	3.8	-1.4	18.0	-10.8	1.8	1.6	-9.2	-1.3
SKN-1 inh	27.9	2.2	14.1	4.9	3.2	-1.6	9.6	-4.6	10.1	-0.2
MsrA inhibitor	-1.4	1.2	-1.2	-2.3	-0.4	-0.4	-0.2	-0.1	-0.9	·
MT1-MMP act inh	1.8	-14.2	-3.8	3.7	-0.2	4.2	-1.5	-1.1	0.3	-6.7
NRP1-CendR mod	-14.6	3.7	-7.1	-6.2	-3.5	-3.4	-4.1	-29.6	31.4*	-3.8
MsrA act	-2.6	-7.2	-1.3	0.0	-2.9	-1.6	-4.3	-2.8	-2.6	-7.8
Neddylation inh	i	i	i	·	i	i	i	i	i	i
Rin1-Abl PPI inh	-4.2	1.1	-6.6	7.3	2.5	2.1	3.1	-0.6	-0.3	-2.0
FAS TE block	22.4	2.0	-4.9	-3.6	-6.0	-5.2	-4.5	-6.9	14.0	-12.1

[51] O=C(O)C1C2C=CC(O2)C1C(=O)Nc1ccc(S(=O)(=O)N2CCc3ccccc32)cc1 (configuration not stated)
[52] Cc1cc(C)n(C(=O)c2cc3sccc3[nH]2)n1
[53] CN(C(=O)c1ccc(NC(=O)Cc2ccc(NC(=O)C3CCN(C(=O)C4CCC4)CC3)cc2)cc1)C1CCCC1
[54] Cc1sc(NC(=O)CSc2nnc(C(C)C)n2C)c(C#N)c1C
[55] COc1ccc(CN2CN(S(=O)(=O)c3ccccc3)c3nc4ccccc4nc32)cc1
[56] COc1ccc(NC(=O)c2cc(-c3ccccn3)nc3ccccc23)cc1S(=O)(=O)N(C)C

Screen / compound no.	51	52	53	54	55	56
E coli Lon inh	1.2	0.6	-7.2	-4.2	7.8	-5.0
SKN-1 inh	-10.2	1.8	-7.1	-15.6	15.4	-2.3
MsrA inhibitor	-1.7	4.7*	-0.1	0.7	0.7	0.3
MT1-MMP act inh	5.2	-5.1	3.1	-7.2	-2.8	-2.2
NRP1-CendR mod	8.5	-1.7	2.9	7.3	-1.7	10.7
MsrA act	-2.1	-2.3	7.3	-11.4	-3.0	-3.9
Neddylation inh	i	i	i	i	i	i
Rin1-Abl PPI inh	-1.8	-2.8	5.2	4.0	-0.8	-0.9
FAS TE block	-3.9	5.0	-3.5	-9.4	19.5	5.7
